Screens: PubChem BioAssay, National Center for Advancing Translational Sciences (NCATS)
Tb PGK inh – blocks T. brucei phosphoglycerate kinase; P07378; PGK/GAPDH coupled, Kinase-Glo luminescence, 60 min; Potency, µM (top dose mostly 57.5 µM), without a hit: top-dose activity change, negative = inhibition, most hits filed as inhibitors; hit rate 0.043% among 380,000; AID 602233; also: % is scaled to controls: 0 for no effect and ±100 for the full control effect; nearly all actives have a fitted effect of over 60% in size
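Luminescent ATP detection (Kinase-Glo Plus) follows a 60-minute room-temperature incubation, with wells lacking PGK as controls. Buffer: 100 mM TEA (pH 7.6), 5 mM MgCl2, 0.01% Tween-20. Coupling enzyme GAPDH (100 nM final) supplies unstable 1,3-BPG in-well.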
JMJD2A Tudor – JMJD2A Tudor domain (human) inhibition | hit rate 4.4% among 390,000 | Potency, µM (titrated, usually from 114 µM), without a hit: at the top dose activity change, negative = inhibition, actives largely listed as inhibitors | AlphaScreen JMJD2A-Tudor / H3K4me3 peptide binding | O75164; also: % is scaled to controls: 0 for no effect and ±100 for the full control effect; nearly all actives have a fitted effect of over 50% in size
GLS inh – blocks human kidney-isoform glutaminase activity. GLS enzymatic activity, qHTS titration. Potency, µM (highest dose often 45.5 µM), without a hit: at the top dose activity change, negative = inhibition, actives largely listed as inhibitors. hit rate 0.21% among 410,000. AID 624170; also: % is scaled to controls: 0 for no effect and ±100 for the full control effect
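Human kidney-isoform GLS in 45 mM KH2PO4 pH 8.2, 0.02% Tween-20, with compound, started with 1mM L-Glutamine (added stock). Glutamate oxidase/HRP/Amplex red coupled fluorescence read at start and after 30 min at RT.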
BAZ2B inh – blocks human BAZ2B. Q9UIF8. AlphaScreen BAZ2B-H3K14Ac peptide displacement. Potency, µM (series often up to 114 µM), inactives show at the top dose activity change, negative = inhibition, usual class: inhibitors. hit rate 4.4% among 360,000. AID 504333; also: % is scaled to controls: 0 for no effect and ±100 for the full control effect; nearly all actives have a fitted effect of over 60% in size
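Multi-concentration screen (max 110 uM) measuring displacement of acetylated histone H3 peptide from BAZ2B by AlphaScreen, using 50 nM protein, 50 nM peptide and 10 ug/mL streptavidin donor plus Ni-chelate acceptor beads.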
HP1b binding inh – HP1-beta chromodomain-methylated histone interaction inhibition; P83916; AlphaScreen HP1-beta / biotin-H3K9me3 peptide binding; Potency, µM (series often up to 114 µM), without a hit: top-dose activity change, negative = inhibition, most hits filed as inhibitors; hit rate 0.56% among 390,000; AID 540317; also: nearly all actives have a fitted effect of over 70% in size; inactives centre near 23
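Compound inhibition of the preformed complex between 50 nM HP1-beta and 50 nM biotinylated H3K9me3 peptide was read by AlphaScreen. Buffer was PBS pH 7.4 with 0.01% Tween-20. Incubations ran 30 min at room temperature, with 10 ug/mL donor/acceptor beads.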
BLM inh – Bloom syndrome helicase (human) inhibition; P54132; recombinant BLM DNA unwinding, fluorescence dequenching; Potency, µM (highest dose often 56.1 µM), for the others: at the highest dose activity change, negative = inhibition, actives largely listed as inhibitors; hit rate 0.2% among 350,000; AID 2528;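 also: plate controls were vehicle for no effect and no enzyme for full effect; nearly all actives have a fitted effect of over 35% in size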
Target sequence (P54132 whole entry, looked up): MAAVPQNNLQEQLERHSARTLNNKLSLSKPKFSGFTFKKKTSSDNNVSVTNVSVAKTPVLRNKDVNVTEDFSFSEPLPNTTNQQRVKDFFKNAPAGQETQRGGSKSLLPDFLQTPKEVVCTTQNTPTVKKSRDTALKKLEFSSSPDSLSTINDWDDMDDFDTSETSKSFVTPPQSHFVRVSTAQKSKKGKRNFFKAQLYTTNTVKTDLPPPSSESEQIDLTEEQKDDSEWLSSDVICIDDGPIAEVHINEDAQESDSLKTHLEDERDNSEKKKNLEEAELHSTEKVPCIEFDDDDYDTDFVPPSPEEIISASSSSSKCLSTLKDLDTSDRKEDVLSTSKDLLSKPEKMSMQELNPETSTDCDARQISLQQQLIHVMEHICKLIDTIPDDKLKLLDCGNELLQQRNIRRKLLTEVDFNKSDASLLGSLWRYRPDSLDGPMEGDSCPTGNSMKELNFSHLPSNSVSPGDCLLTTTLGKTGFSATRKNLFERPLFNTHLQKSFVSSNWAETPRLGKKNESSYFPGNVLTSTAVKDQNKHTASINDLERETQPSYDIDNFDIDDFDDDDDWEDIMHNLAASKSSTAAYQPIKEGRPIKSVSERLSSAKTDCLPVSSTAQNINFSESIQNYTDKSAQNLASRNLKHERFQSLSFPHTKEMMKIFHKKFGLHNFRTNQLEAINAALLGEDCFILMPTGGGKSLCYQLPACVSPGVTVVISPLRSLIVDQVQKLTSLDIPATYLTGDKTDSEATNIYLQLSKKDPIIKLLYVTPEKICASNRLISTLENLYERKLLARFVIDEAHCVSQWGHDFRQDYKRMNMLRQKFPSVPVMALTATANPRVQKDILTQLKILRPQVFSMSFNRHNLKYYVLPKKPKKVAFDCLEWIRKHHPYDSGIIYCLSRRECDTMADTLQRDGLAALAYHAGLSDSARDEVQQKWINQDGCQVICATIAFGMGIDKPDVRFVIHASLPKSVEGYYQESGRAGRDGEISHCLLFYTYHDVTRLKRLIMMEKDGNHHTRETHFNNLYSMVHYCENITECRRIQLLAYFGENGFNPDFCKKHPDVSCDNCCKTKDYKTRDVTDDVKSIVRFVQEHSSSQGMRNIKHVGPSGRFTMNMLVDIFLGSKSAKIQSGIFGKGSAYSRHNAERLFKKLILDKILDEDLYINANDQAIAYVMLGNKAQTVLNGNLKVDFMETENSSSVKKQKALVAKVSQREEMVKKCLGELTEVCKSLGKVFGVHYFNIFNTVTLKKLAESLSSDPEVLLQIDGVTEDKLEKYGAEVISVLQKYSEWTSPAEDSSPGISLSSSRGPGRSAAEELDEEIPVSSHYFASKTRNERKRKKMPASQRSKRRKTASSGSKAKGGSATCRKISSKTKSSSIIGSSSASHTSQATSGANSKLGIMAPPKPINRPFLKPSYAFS
G9a block – G9a (human) methyltransferase inhibition | Q96KQ7 | G9a H3K9 monomethylation, AlphaScreen, 2 h | Potency, µM (titrated, usually from 102 µM), for the others: at the top dose activity, negative = inhibition, hits mostly inhibitors | hit rate 8.8% among 350,000; also: % is scaled to controls: 0 for no effect and ±100 for the full control effect; nearly all actives have a fitted effect of over 75% in size
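Methyltransferase reactions run at room temperature for 2 h (20 nM enzyme, 500 nM biotin-H3K9 peptide, 20 uM SAM) after a 15 min compound preincubation; product detected by AlphaScreen beads and anti-H3K9me1 antibody.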
Pol iota inh – blocks human DNA polymerase iota activity; Pol iota fluorescent replication assay, 10 min; Potency, µM (titrated, usually from 115 µM), for the others: top-dose activity, negative = inhibition, usual class: inhibitors; AID 588590; Q9UNA4; hit rate 1% among 390,000
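Fluorescent replication assay read twice, at 0 min and 10 min after adding 50 nM (final) substrate. Enzyme (10 nM) and compounds were first incubated 15 min at room temperature; enzyme-free buffer wells were negative controls.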
Pin1 inhibitor – blocks the human prolyl isomerase Pin1; Pin1 FP peptide displacement, HiFluor488, 10 min; Q13526; Potency, µM (top dose mostly 115 µM), without a hit: at the top dose activity, negative = inhibition, most hits filed as inhibitors; hit rate 0.009% among 390,000; active = well fitted inhibition curve with a large enough effect in the polarisation, with a control signal flat, not every such curve was filed as active; inconclusive = small, poorly fitted or top-dose-only effect, or effect the other way, or a change in a side signal; inactive = no such curve, though single readings can be large or run the other way; the % refers to the polarisation; also: % is scaled to controls: 0 for no effect and ±100 for the full control effect
An asterisk follows results filed as active; i = inactive; ? = inconclusive; · = not tested or not shown; & = joins results of further samples; [ ] = dose if it differs, or a comment. Unless noted, calls follow the shape of the dose curve; as a rule, active = well fitted curve in the direction sought with a large enough effect; inconclusive = small, poorly fitted or top-dose-only effect, or another doubt; inactive = no such curve, though single readings can be large; an effect the other way counts as inactive or inconclusive. Potency is read from the fitted curve at half-maximal effect. This is a subset; rates above refer to the full screens.

Pin1 inhibitor,BAZ2B inh,BLM inh,GLS inh,Tb PGK inh,JMJD2A Tudor,HP1b binding inh,G9a block,Pol iota inh,SMILES
0%,6%,-3%,-1%,-9%,-12%,62%[activator],-12%[59 µM],25%,Cc1ccc(-n2nnc(C(=O)Nc3cc(F)ccc3F)c2C)cc1F
-10%,4%,·,-1%,-2%,-10%,25%,-2%,-11%,Cc1ccc(S(=O)(=O)N2CCC(C(=O)OCC(=O)N3CCC(C)CC3)CC2)cc1C
-1%,3%,-1%,-1%,5%,-14%[11.4 µM],0%,22%,81%[activator],CC(C)Sc1ccc(C(=O)Nc2ccc(F)cc2F)cn1
-15%,?,-8%,-8%,i,-36%[57.1 µM],-20%,-39%,97%[activator],COc1ccc(N2CCN(C(=O)c3ccc(F)cc3)CC2)c([N+](=O)[O-])c1
0%,-12%,-2%,·,2%,-1%,43%[activator],-32%[12.7 µM],18%,CC(=O)NC(CC(=O)Nc1ccc(S(=O)(=O)N2CCCCC2)cc1)c1ccccc1 (configuration not stated)
2%,?,-1%,52%[activator],0%,-20%,22%,-9%[2.33 µM],18%,COc1cccc(OCC(O)CN2CCN(c3ccc(F)cc3)CC2)c1 (configuration not stated)
-9%,2%,0%,2%,i,-11%,34%,-17%,-5%,COc1cccc(NC(=O)Nn2cnnc2)c1
1%,24%,1%,0%,i,2%,19%,-5%,19%,CCOC(=O)c1ccc(NC(=O)NS(=O)(=O)c2ccc(C)cc2)cc1
1%,5%,2%,2%,i,-11%,34%,0%,85%[activator],O=C(Cc1noc2ccccc12)Nc1ccc(Cl)cc1
3%,-24%,-3%,?,-9%,1%,34%,?,37%,O=C(CS(=O)(=O)c1ccccc1)c1cc2cc(F)ccc2oc1=O
2%,?,-1%,32%[activator],-12%,-19%,5%,6%,174%[activator],COC(=O)c1ccc(CSc2nc3ccc(S(N)(=O)=O)cc3[nH]2)cc1
-11%,0%,-1%,-2%,2%,-10%,48%[activator],-4%[59 µM],30%,CC(NC(=O)c1ccccc1)C(c1cccs1)N1CCOCC1 (configuration not stated)
5%,4%,-11%,11%,2%,-5%,53%,17%[59 µM],1%,COc1cccc(-n2nnc3c(=O)n(Cc4ccccc4Cl)cnc32)c1
2%,1%,-2%,-13%,-7%,5%,27%,4%,124%[activator],O=C(COC(=O)/C=C/c1cccc([N+](=O)[O-])c1)NCc1ccc2c(c1)OCO2
-5%,·,·,·,·,-28%,-3%,·,?,Cc1nn(C)c(Cl)c1S(=O)(=O)N(Cc1ccco1)c1ncnc2nc[nH]c12
27%,0%[57.1 µM],5%,-8%,-1%,-19%,8%,6%[59 µM],4%,COc1ccc(CCNC(=O)c2c(C)oc3ncn(CC(C)C)c(=O)c23)cc1OC
-1%,-4%,0%,3%,-6%[11.5 µM],-14%,23%,6%,27%,c1ccc(C2CC(c3ccccc3)n3ncnc3N2)cc1 (configuration not stated)
5%,-8%,-2%,-2%,i,2%,53%[activator],?,-15%,CCCOc1ccc(N2C(=O)CC(NNC(=O)c3ccc(COc4ccccc4)o3)C2=O)cc1 (configuration not stated)
31%[activator],0%,-2%,3%,i,2%,33%,0%,7%,O=C(Nc1ccccc1C(=O)Nc1nnc(C(F)(F)F)s1)c1ccccc1
4%,11%,3%,-1%,-6%,19%,43%,12%[59 µM],-4%,O=C(NC1CCCC1)C(c1ccccc1)N(Cc1ccc2c(c1)OCO2)C(=O)Cc1cccs1 (configuration not stated)
?,-31%,-12%,11%,1%,-26%,4%,?,?,CCc1ccccc1NC(=O)C1CCCN1S(=O)(=O)c1ccc(-c2ccc(=O)[nH]n2)s1 (configuration not stated)
1%&-4%,?,0%&2%,-3%&0%,-11%&12%,?,23%&6%,18%,-9%&18%,Cc1ccc(C(=O)Nc2nnc(S(=O)(=O)N3CCN(c4ccc(F)cc4)CC3)s2)cc1
-4%,-3%,-1%,-6%,i,6%,32%[activator],11%[12.7 µM],21%,Cc1cc(C)c(C#N)c(SCc2ccc(C#N)cc2)n1
1%,5%,16%,-17%,-8%,0%,?,34%,7%,Cc1ccc(S(=O)(=O)NCC[C@@]2(C)C3CCC2(C)C(=O)C3)cc1 (some centres not stated)
3%,10%,1%,-11%,-9%,8%,35%,8%[59 µM],139%[activator],O=[N+]([O-])c1cc2c(c(CSc3nnc4ccccn34)c1)OCOC2

3 compounds from above, arranged by count of non-hydrogen atoms, ascending.
Pin1 inhibitor,BAZ2B inh,BLM inh,GLS inh,Tb PGK inh,JMJD2A Tudor,HP1b binding inh,G9a block,Pol iota inh,SMILES
2%,?,-1%,32%[activator],-12%,-19%,5%,6%,174%[activator],COC(=O)c1ccc(CSc2nc3ccc(S(N)(=O)=O)cc3[nH]2)cc1
?,-31%,-12%,11%,1%,-26%,4%,?,?,CCc1ccccc1NC(=O)C1CCCN1S(=O)(=O)c1ccc(-c2ccc(=O)[nH]n2)s1 (configuration not stated)
5%,-8%,-2%,-2%,i,2%,53%[activator],?,-15%,CCCOc1ccc(N2C(=O)CC(NNC(=O)c3ccc(COc4ccccc4)o3)C2=O)cc1 (configuration not stated)

Continued:
Pin1 inhibitor,BAZ2B inh,BLM inh,GLS inh,Tb PGK inh,JMJD2A Tudor,HP1b binding inh,G9a block,Pol iota inh,SMILES
0%,-17%,0%,1%,0%,-16%,?,25%,56%[activator],O=C(COc1ccc(S(=O)(=O)N2CCOCC2)cc1Cl)N1CCOCC1
-2%,2%,-1%,6%,-2%,-5%,13%,122%[activator][59 µM],0%,O=S(=O)(/N=C(/Nc1ccc(F)cc1F)c1ccc(Cl)cc1)c1ccccc1
0%,-27%,3%,-1%,4%,-6%,34%,2%,61%[activator],CCc1cccc2c(C(=S)N3CCOCC3)c[nH]c12
-1%,?,-3%,0%,6%,-29%,-18%,45µM*,?,O=C1C(=O)c2c(C(=O)c3ccccc3)coc2-c2ccccc21
-3%,-18%,·,12%,-6%,-23%,13%,7%[12.7 µM],13%,CCOc1ccc(S(=O)(=O)N2CCCCC2)cc1NC(=O)C1COc2ccccc2O1 (configuration not stated)
-2%,1%,2%,6%,i,5%,54%[activator],·,4%,N#Cc1c(C(F)(F)F)cc(-c2cccs2)nc1SCC(=O)O
9%,-18%,-2%,2%,-7%,-17%,13%,?,22%,CCc1nnc(NC(=O)c2cc(C)nc3ccccc23)s1
1%,50µM*,8%,6%,0%,?,2%,-46%,-6%,COc1ccc(-n2cc(CNCCc3cnc[nH]3)c(-c3cccc(F)c3)n2)cc1
?,5%,-10%,-1%,-4%,-9%[57.1 µM],64%[activator],-3%[59 µM],11%,Fc1ccc(Sc2nc(-c3ccccc3)nnc2C(F)(F)F)cc1
3%,-1%,-5%,11%,i,-4%,26%,3%,15%,O=S(=O)(Nc1ccc(-c2nc3cccnc3s2)cc1)c1cc(F)ccc1F
0%,-1%,-1%,0%,-1%,-22%,30%,-3%,?,O=C(O)c1cc(S(=O)(=O)N2CCCCC2)ccc1F
-18%,?,-5%,1%,i,?,29%,-29%,?,O=C(O)c1ccc(CSc2nc(-c3ccc(Cl)cc3)cc(C(F)(F)F)n2)cc1
-1%,2%,-6%,8%,-5%,6%,29%,-3%,48%[activator],O=S1(=O)CC2SC(=S)N(Cc3ccccc3)C2C1 (configuration not stated)
0%,-6%,·,-1%,-9%,-21%,17%,26%[12.7 µM],37%,COc1ccc(CN(C)C(=O)[C@H](Cc2ccccc2)NC(=O)c2ccco2)c(OC)c1
0%,6%,-2%,-2%,-7%,-6%,22%,22%[59 µM],7%,NC(=O)NCc1cccc(Cl)c1
-5%,-17%,1%,0%,1%,-2%,29%,?,12%,Cc1cc(-c2nn(-c3ccccc3F)cc2CN2CCC(C(N)=O)CC2)c(C)s1
4%,3%,-3%,-2%,-6%,-27%,-1%,-5%[12.7 µM],49%[activator],O=C(CS(=O)(=O)Cc1ccccc1)Nc1nc2ccccc2s1
-6%,-16%,-3%,4%,9%,-1%[57.1 µM],34%,?,68%[activator],COC(=O)c1sc(S(=O)(=O)NC(C)C(=O)O)c(C(=O)OC)c1C (configuration not stated)
2%,3%,-5%,-1%,-8%,-6%,30%[activator],-1%,25%,CCOC(=O)Cn1c(=O)c(C#N)cn(C(C)C)c1=O
24%,?,·,18%,-10%,?,20%,-3%[0.501 µM],-18%,COc1cccc(Nc2nn3c(=O)c4ccccc4nc3s2)c1
-3%,-14%,-4%,0%,i,-13%,37%,25%,19%,O=C(CCc1nnc(CCCc2ccccc2)o1)NCCN1CCOC1=O
10%,-1%,1%,-3%,-15%,9%,19%,12%[12.7 µM],-8%,CC(=O)c1cc2c(=O)c3cc(C)ccc3oc2nc1C
0%,-1%,0%,0%,-2%,-17%,35%,-43%,17%,CCSc1ccccc1C(=O)NCCc1ccccc1
28%,·,·,5%,-4%,?,50%[activator],·,15%,COc1ccc(C(=O)/C=C/c2ccc(O)cc2)c2c1CC(O)C(C)(C)O2 (configuration not stated)
9%,-35%,1%,13%,i,?,-1%,8.9µM*,?,O=C1OC(c2ccccc2)=C/C1=C\N1CCOCC1
-1%,-9%,-4%,10%,6%,-11%,31%,18%[12.7 µM],9%,O=C(NC1CCCN(Cc2ccccc2F)C1)c1cccc(N2CCCC2=O)c1 (configuration not stated)
3%,11%,·,4%,14%,0%,34%,-6%,10%,O=C(CCN1C(=O)C2CCCCC2C1=O)Nc1ccc(OC(F)F)cc1 (configuration not stated)
-3%,-27%,-1%,-15%,-16%,-12%,22%,-16%[59 µM],105%[activator],Cc1nn(C)cc1-c1csc(N)n1
